Source: PubChem
OXTR agonist: activates the human oxytocin receptor; P30559; CHO-OTR cells, Fluo-8 calcium fluorescence; normalized: DMSO 0%, oxytocin 100%; activation, % at 3 µM; 320,000 tested, 0.32% active;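 active means activation above the mean of all tested compounds plus 3 SD, cutoff set per screening run, cut at about 20% in these data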;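 further: peak over basal fluorescence ratio from a 100 s FLIPR kinetic read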
TAAR1 antagonist: antagonists of human TAAR1; Q96RJ0; CHO RD-HGA16 TAAR1, Fluo-8 calcium fluorescence, antagonist; inhibition, % at 3 µM; 360,000 tested, 1.5% active; AID 624466;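 active means inhibition above a per-plate cutoff, the mean inhibition of test compounds on that plate plus 3 SD, cut at about 49% in these data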;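 further: 0% = DMSO plus EC80 beta-PEA response and 100% = DMSO alone without agonist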
Target sequence (Q96RJ0 whole entry, looked up): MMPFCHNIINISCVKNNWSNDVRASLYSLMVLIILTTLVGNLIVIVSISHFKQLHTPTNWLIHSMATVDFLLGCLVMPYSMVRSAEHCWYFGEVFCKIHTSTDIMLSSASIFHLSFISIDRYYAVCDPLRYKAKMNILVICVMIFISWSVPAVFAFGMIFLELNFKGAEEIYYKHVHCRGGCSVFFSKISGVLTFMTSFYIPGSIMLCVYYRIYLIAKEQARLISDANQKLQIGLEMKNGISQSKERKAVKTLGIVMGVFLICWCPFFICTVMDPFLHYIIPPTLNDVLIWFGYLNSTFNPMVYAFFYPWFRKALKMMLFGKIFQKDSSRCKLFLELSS
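System: CHO RD-HGA16 cells bearing hTAAR1. Reagent: EC80 β-phenethylamine stimulus. Schedule: seeding 17-24 h prior, 75-min 37 °C, 30-min RT dye loading. Signal: Fluo-8 intracellular calcium dye fluorescence, real-time kinetic reads. Read-out: % inhibition from peak post-agonist over basal fluorescence ratio. Benchmarks: vehicle wells and EC80 agonist wells. Replicates: n of 1.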
M1 ag: agonists of human M1 muscarinic receptor; activation, % at 3 µM; 360,000 tested, 0.33% active; CHO-K1 hM1, Fluo-8 calcium fluorescence, agonist mode; 0% DMSO, 100% acetylcholine EC100; P11229;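 active means activation above the run's mean compound activation plus 3 SD, cut at about 16% in these data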;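 further: peak over basal fluorescence ratio within a 140 s kinetic read after compound addition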
Target sequence (P11229 whole entry, looked up): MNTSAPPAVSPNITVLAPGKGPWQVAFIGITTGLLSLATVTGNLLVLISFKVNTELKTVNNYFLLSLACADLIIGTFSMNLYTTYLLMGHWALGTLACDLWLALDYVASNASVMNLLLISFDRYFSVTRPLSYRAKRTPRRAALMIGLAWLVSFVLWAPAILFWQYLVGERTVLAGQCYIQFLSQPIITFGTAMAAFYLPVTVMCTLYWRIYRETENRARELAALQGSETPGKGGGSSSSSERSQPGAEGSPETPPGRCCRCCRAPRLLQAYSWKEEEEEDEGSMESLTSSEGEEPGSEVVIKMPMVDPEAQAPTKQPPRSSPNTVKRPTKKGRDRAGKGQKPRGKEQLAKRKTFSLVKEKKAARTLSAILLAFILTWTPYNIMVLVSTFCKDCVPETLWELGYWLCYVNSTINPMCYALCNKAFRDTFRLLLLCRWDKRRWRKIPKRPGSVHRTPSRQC
M1 PAM: human CHRM1 positive allosteric modulation; P11229; CHO-K1 hM1, Fluo-8 calcium fluorescence, ACh EC20; 0% = ACh EC20, 100% = maximal ACh; activation, % at 3 µM; 360,000 tested, 0.088% active; in the data active means activation above about 19%, passing the limit was not always enough
V1R ag counter: V1a receptor agonism, counter-screen for OXTR agonists. CHO-V1R cells, Fluo-8 calcium fluorescence, agonist mode; 0% DMSO, 100% 3 nM vasopressin. activation, % at 3 µM. 320,000 tested, 0.25% active. AID 2797;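 active means activation above the mean activation of all tested compounds plus 3 SD, per screening run, cut at about 20% in these data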;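 further: signal is peak over basal fluorescence ratio across a 100 second FLIPR read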
OXTR potentiate: potentiators of human oxytocin receptor. P30559. CHO-OTR cells, Fluo-8 calcium fluorescence, potentiator mode; 0% = oxytocin EC15, 100% = EC100. activation, % at 3 µM. 320,000 tested, 0.061% active;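 active means activation above that plate's cutoff, the mean activation of tested compounds plus 3 SD, cut at about 6.6% in these data, passing the limit was not always enough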;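 further: 100% uses oxytocin at 75 nM as the full agonist control; some results filed as inactive read as strong as hits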
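Material: CHO-OTR cells, human receptor; compound dosing: single dose, 3.0 µM nominal final compound concentration; schedule: 6 min compound pre-incubation at room temperature, 100 s kinetic read; measured by: kinetic Fluo-8 calcium fluorescence; read-out basis: % activation vs EC15 and EC100 oxytocin; controls: EC15 oxytocin alone as 0%, 75 nM oxytocin as 100%; replicates: singlicate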
TAAR1 ag: human TAAR1 agonism; Q96RJ0; CHO RD-HGA16 TAAR1, Fluo-8 calcium fluorescence; vehicle wells 0%, saturating PEA agonist 100%; activation, % at 3 µM; 360,000 tested, 0.99% active; AID 624467;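 active means activation above the mean activation of all test compounds in the run plus 3 SD, cut at about 38% in these data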
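Signal – calcium-sensitive Fluo-8 signal, excitation 470-495, emission 515-575 nm · System – RD-HGA16 (CHO) cells co-expressing Gα16 and hTAAR1 · Incubation – 17-24 h seeding, 75 min 37 °C dye, 30 min RT · Compound dosing – 3 µM single concentration · Repeats – no replicates (n 1)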
M1 antag: blocks human M1 muscarinic receptor; P11229; inhibition, % at 3 µM; 360,000 tested, 1.3% active; CHO-K1 hM1, Fluo-8 calcium fluorescence, ACh EC80 antagonist;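 active means percent inhibition above its own plate's cutoff, namely the mean of that plate's compound wells plus 3 SD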;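 further: peak over basal fluorescence ratio during 140 s after agonist addition; 0% = ACh EC80 plus DMSO and 100% = DMSO alone without agonist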
CHO parental Ca: counter-screen: ATP calcium response change in parental CHO cells. 330,000 tested, 0.63% active. inhibition, % at 5.6 µM. parental CHO-K1, ATP-induced calcium, Fluo-8 fluorescence;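 active means inhibition above that plate's mean sample inhibition plus 3 SD, cut at about 26% in these data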;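 further: 0% = ATP-challenged DMSO wells and 100% = DMSO wells without ATP; some compounds past the cut are filed as inactive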
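Measured by: calcium-sensitive Fluo-8 fluorescence / Test system: CHO parental line / Controls: ATP-challenged DMSO wells low, unchallenged DMSO wells high / Measure: % inhibition / Compound: single nominal dose of 5.6 µM per compound / Replicates: single well per compound, no replicates / Reagent: ATP as calcium-mobilizing challenge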
The depositor's hits bear a star; x = not tested or not shown.

SMILES	OXTR agonist	TAAR1 antagonist	M1 ag	M1 PAM	V1R ag counter	OXTR potentiate	TAAR1 ag	M1 antag	CHO parental Ca
CSc1nnc(-c2ccccc2)c(-c2ccccc2)n1	-2.5	-45	-4	11	-0.6	-5	0	-15	0
Cc1cc(/C=C2\SC(=O)N(CC(=O)Nc3ccccc3F)C2=O)c(C)n1C	0.3	-12	4	8	0.8	-5	6	-16	0
N#C/C(=C/c1ccccc1[N+](=O)[O-])C(=O)NCc1ccco1	0.1	-5	-3	2	1.1	-7	0	4	-1
O=C(Nc1nc2c(c(=O)[nH]1)CCCC2)C1CC1	0.4	-2	-3	2	1.2	-1	17	-10	2
O=C(Nc1ccccc1F)Nc1cc(Cl)ccc1-n1cncn1	0.7	-1	-4	1	1.9	2	3	3	1
COc1cccc(N2CCN(C(=S)Nc3ccc(C)cc3C)CC2)c1	1.5	1	-2	2	3.0	-7	0	-3	-7
Oc1ccc(/C=N/Nc2cccc(Cl)n2)c(O)c1	2.8	-4	-1	3	3.1	-13	27	1	3
c1coc(C2=Nc3cccc4cccc(c34)N2)c1	-0.1	6	-1	10	-0.2	-2	-1	2	-14
Cc1cc(NC(=O)CS(=O)(=O)c2ccc(Cl)cc2)no1	-0.2	-23	-2	4	-0.4	-9	2	-10	-11
NC(=O)c1cnn(-c2ccc3ccccc3c2)c1N	-0.1	5	-4	6	-0.1	-12	0	-1	-4
COCCNC(=O)/C(C#N)=C/c1c(N2CCN(C)CC2)nc2c(C)cccn2c1=O	-0.6	-4	-7	5	0.7	-4	2	-6	-5
CCc1ccc(NC(=O)c2cnn(-c3ccccc3)c2C2CCNCC2)cc1	-0.2	-25	-7	14	0.3	-1	4	-11	-10
COc1cccc(C(=O)Nc2sc3c(c2C#N)CCN(C(C)=O)C3)c1	5.3	10	-1	-6	7.5	-19	8	2	-4
COc1cccc(N2CCN(c3ccc4nnc(CCC(=O)N5CCN(C)CC5)n4n3)CC2)c1	0.9	-5	-6	5	0.8	0	2	-2	-3
COc1ccc(CNC(=O)Nc2nnc([C@H]3C[C@H](O)[C@@H](CO)O3)s2)cc1	x	-6	2	22	x	x	3	-11	x
CCN(CC)C(=O)c1cn(CCC#N)nc1-c1ccc2c(c1)OCCO2	-1.3	-5	-3	8	-0.7	-17	4	-4	-5
COc1ccc(-n2nc(C(=O)NCC(=O)N3CCOCC3)c3ccccc3c2=O)cc1Cl	-0.1	14	-3	11	2.5	-7	8	-11	-26
O=C(N/N=C/c1c[nH]c2ccccc12)c1ccc(O)c(O)c1	0.0	-4	-3	13	-1.1	1	2	-13	-7
O=C(CSCC(=O)N1CCCCC1)Nc1nc(-c2ccccc2)c(-c2ccccc2)s1	-0.7	-15	-12	-18	0.2	-1	0	17	-29
CCOCCCNC(=O)C(NC(=O)c1ccc(=O)[nH]c1)c1ccc(C)cc1 (configuration not stated)	0.1	-2	0	1	-0.2	-1	0	-3	-4
C/C(Cc1ccccc1)=N\NC(=O)CNC(=O)c1ccccc1F	-0.9	1	3	16	0.7	-2	8	-4	-14
O=[N+]([O-])c1ccccc1N/N=C/c1c[nH]c2ccccc12	-1.0	1	-5	6	-0.3	-14	-2	-24	-7
CCCCC1(c2ccc(F)cc2)NC(=O)N(CC(=O)N2CCN(C(=O)c3ccco3)CC2)C1=O (configuration not stated)	-0.3	-21	1	2	0.0	-11	4	-6	-10
Cc1cccc(OCC(=O)NCC(=O)N/N=C/c2cc(Br)cc(Br)c2O)c1	-0.6	-3	-1	9	0.5	-24	-2	-17	-9
O=C1c2oc3ccc(F)cc3c(=O)c2C(c2cccc(O)c2)N1CCCN1CCOCC1 (configuration not stated)	0.5	-26	9	15	0.3	-9	1	-3	1
Clc1ccc(C[n+]2cc(-c3ccccc3)n3c2CCC3)cc1Cl	-1.0	-10	-15	-1	0.7	-2	9	-5	-3
O=C(CN1C(=O)C2C3C=CC(C3)C2C1=O)Nc1cccc(S(=O)(=O)N2CCCC2)c1 (configuration not stated)	1.0	-10	-5	14	0.0	2	2	-9	-9
O=S(=O)(c1ccccc1)N1CCN(c2ccccc2)CC1	-0.9	-3	-2	12	-0.2	-1	7	-13	-7
OC(CN1CCOCC1)CN1CCOCC1	0.1	-11	-2	5	0.0	-7	-2	-4	-6
CCc1ccccc1NC(=O)C1CCN(C(=O)N2CCOc3ccccc32)CC1	0.6	15	-1	0	1.9	-3	7	-5	-3
Cc1ccc(C(=O)NC(=S)Nc2ccccc2N2CCCC2)cc1[N+](=O)[O-]	-2.1	-12	-8	-8	3.1	-2	-1	10	-32
CC(C)CN(C(=O)COC(=O)CCCc1nc2ccccc2s1)c1c(N)n(Cc2ccccc2)c(=O)[nH]c1=O	-0.5	-18	-4	5	0.1	-1	2	-3	-28
CC1(C)Nc2ccccc2N(Cc2ccc([N+](=O)[O-])cc2)C1=O	1.0	13	1	7	1.2	-12	2	-5	-11
CC(O)[C@H]1CC[C@H]2[C@@H]3CC[C@H]4C[C@H](O)CC[C@]4(C)[C@H]3[C@H](O)C[C@]12C (some centres not stated)	8.6	1	5	14	4.0	-13	14	-1	-11
CC(=O)Nc1cccc(NC(=O)CSc2nc(C)c(C)c(C)c2C#N)c1	1.1	10	-5	2	1.1	-4	6	4	-25
Cc1nnc(SCc2ccc(CC(=O)O)cc2)o1	0.6	-6	-2	7	1.0	-10	1	-8	7

Four compounds already listed, ordered by the number in OXTR potentiate, smallest number first.
canonical_smiles,M1 ag,M1 PAM,OXTR potentiate,M1 antag
CSc1nnc(-c2ccccc2)c(-c2ccccc2)n1,-4,11,-5,-15
C/C(Cc1ccccc1)=N\NC(=O)CNC(=O)c1ccccc1F,3,16,-2,-4
O=S(=O)(c1ccccc1)N1CCN(c2ccccc2)CC1,-2,12,-1,-13
O=C(N/N=C/c1c[nH]c2ccccc12)c1ccc(O)c(O)c1,-3,13,1,-13

Part of the list above in order of length of the SMILES, falling.
SMILES	OXTR agonist	TAAR1 antagonist	M1 ag	M1 PAM	V1R ag counter	OXTR potentiate	TAAR1 ag	M1 antag	CHO parental Ca
COc1ccc(CNC(=O)Nc2nnc([C@H]3C[C@H](O)[C@@H](CO)O3)s2)cc1	x	-6	2	22	x	x	3	-11	x
COc1cccc(N2CCN(C(=S)Nc3ccc(C)cc3C)CC2)c1	1.5	1	-2	2	3.0	-7	0	-3	-7
NC(=O)c1cnn(-c2ccc3ccccc3c2)c1N	-0.1	5	-4	6	-0.1	-12	0	-1	-4

Going on with the list.
SMILES	OXTR agonist	TAAR1 antagonist	M1 ag	M1 PAM	V1R ag counter	OXTR potentiate	TAAR1 ag	M1 antag	CHO parental Ca
CN(C1CCCC1)C1CCN(C(=O)CNC(=O)/C=C/c2cccc(C(F)(F)F)c2)CC1	0.6	-6	-9	-22	0.4	1	2	21	-9
COc1cc(/C=N/N2C(C)CCCC2C)cc(OC)c1O (configuration not stated)	0.1	6	-3	-2	0.3	-9	0	6	-3
C[n+]1ccccc1/C=C/c1cc(Br)ccc1O	0.1	-7	-11	-7	0.6	-2	1	10	-4
Cn1c(CC(=O)Nc2cccc(Cl)c2Cl)nnc1SCC(=O)NC1=NCCS1	1.2	9	-5	4	-1.4	-6	-1	-6	10
CCC(C)(C)NC(=O)COc1ccc(OCc2ccccc2)cc1	0.5	-8	-4	-3	3.9	-7	1	5	-4
COc1ccc(CCNC(=O)C2CC(=O)N(CCc3ccc(C)cc3)C2)cc1OC (configuration not stated)	0.2	3	-2	4	0.0	-4	0	-3	-21
O=S(=O)(c1ccccc1)N1CCC(n2nnc3cc(F)ccc32)CC1	0.6	3	-5	0	0.5	-8	4	4	-14
CC12CCC(C(=O)N3CCN(C(c4ccccc4)c4ccccc4)CC3)(OC1=O)C2(C)C (configuration not stated)	-2.2	-6	-5	2	0.1	-3	6	-3	-10
CCOc1nc(C)ccc1-c1noc(-c2ccccn2)n1	-2.8	-14	-5	12	-1.3	-1	2	-5	-22
O=C1COc2ccc(C(=O)COC(=O)C3CCN(S(=O)(=O)c4cccs4)CC3)cc2N1	2.9	3	-1	0	5.9	-10	20	10	-1
